# Bioassay records: PubChem, Southern Research Specialized Biocontainment Screening Center
# H37Rv inhibition: M. tuberculosis growth inhibition, HTS (AID 449762); actives 0.59% (n = 330,000); M. tuberculosis H37Rv growth inhibition, 7H9 media; higher % means a stronger effect; one-dose inhibition, % at 25 µM; IC50 in µM for titrated hits; in the data active = a potency from the dose series; inconclusive = inhibition above about 70% without an active follow-up result;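 note: bacterial growth assessed after seven days of incubation; strong numbers were not always called active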
# H1N1 NS1A inhibition: H1N1 influenza NS1A inhibitors, functional cell based assay (AID 504329); inhibition, % at 12.5 µM, or IC50 in µM where a hit was titrated; actives 0.3% (n = 340,000); NS1A functional cell-based assay, percent inhibition; higher % means a stronger effect; in the data active = a potency from the dose series; inconclusive = inhibition above about 27% without an active follow-up result; note: strong numbers were not always called active
# PhoP GFP inhibition: PhoP regulon inhibitors, Salmonella typhi PhoP promoter GFP reporter, confirmatory (AID 1850); Salmonella Typhi PhoP-promoter GFP reporter, fluorescence, 4 h; higher % means a stronger effect; inhibition, % at 50 µM; hits with a dose series show IC50 in µM; actives 0.33% (n = 310,000); in the data active = a potency from the dose series; inconclusive = inhibition mostly from about 25% at the one dose, without a potency; inactive = the rest, 99 in 100 with inhibition below about 19%;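 note: 0% = induced wells with vehicle and 100% = uninduced wells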
# M. tuberculosis: growth inhibition of non-replicating M. tuberculosis (AID 488890); Mycobacterium tuberculosis non-replicating, growth inhibition; higher % means a stronger effect; one-dose inhibition, % at 25 µM; IC50 in µM for titrated hits; actives 0.39% (n = 320,000); in the data active = a potency from the dose series; inconclusive = inhibition mostly from about 82% at the one dose, without a potency; inactive = the rest, 99 in 100 with inhibition below about 76%;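 note: plate controls were DMSO cells for no effect and high antibiotic wells for full effect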
# inhibitors of VEEV: inhibitors of VEEV TC-83 cytopathic effect, confirmation, Vero cells (AID 588727). Vero cells, VEEV TC-83 cytopathic effect inhibition; higher % means a stronger effect. inhibition, % at 20 µM, or IC50 in µM where a hit was titrated. actives 0.13% (n = 350,000); in the data active = a potency from the dose series; inconclusive = inhibition mostly from about 14% at the one dose, without a potency; inactive = the rest, 99 in 100 with inhibition below about 12%; note: strong numbers were not always called active
# inhibitors of VEEV 10K pilot screen: also measured in inhibitors of VEEV; calls as there; inhibition, %; measured here: 10K pilot screen inhibition
# * marks the source's active call; other numbers are inactive results; i = inactive; ? = inconclusive; nt = not tested or not shown.
SMILES,H37Rv inhibition,H1N1 NS1A inhibition,PhoP GFP inhibition,M. tuberculosis,inhibitors of VEEV,others
CCOC(=O)CNc1ccc(OC(F)(F)F)cc1,-8.5%,-1.3%,-2.5%,46.6%,i,
Cc1ccc2[nH]c(=O)c(CN(CCCN3CCOCC3)C(=O)Nc3ccc(Cl)cc3)cc2c1,53.6%,12.1%,-1.4%,42.5%,6.4%,
Cn1ccsc1=NC(=O)c1ccc([N+](=O)[O-])o1,?,8.0%,-6.9%,?,1.2%,
Cc1ccc(S(=O)(=O)Nc2ccccc2CNc2ncc(Br)cc2Br)cc1,0.4%,-2.4%,-8.1%,-19.8%,0.5%,
O=C(CSc1ccsc1[N+](=O)[O-])NCCc1ccc(Cl)cc1,1.2%,-7.0%,2.1%,-0.2%,3.2%,
CC(C)C[C@H](NC(=O)OC(C)(C)C)C(=O)N[C@@H](CO)[C@H](O)[C@@H]1C[C@@H]1C(=O)NC1CC1,-1.6%,-9.1%,-6.0%,-9.3%,0.9%,
CN(C)Cc1nc2ccccc2c(=O)n1Cc1nc(C(C)(C)C)cs1,4.9%,6.1%,4.6%,41.9%,0.4%,
Cc1cccc(Sc2c([N+](=O)[O-])ncn2C)n1,-16.5%,-8.3%,6.2%,10.6%,i,
CC(C)CCN1CCN(Cc2cccn2-c2nccs2)CC1CCO (centres undefined),5.2%,-1.0%,-6.1%,35.7%,0.5%,
O=C(NCc1ccc(F)cc1)C1Cc2ccccc2CN1C(=O)c1ccco1 (centres undefined),3.0%,-12.4%,-3.4%,4.2%,0.8%,
CC(=O)NCCc1nc2cc(NC(=O)c3ccccc3Cl)ccc2n1C,-3.1%,-5.2%,13.4%,-10.8%,1.9%,
O=C(CCN1CCN(c2ccccc2)CC1)NNC(=O)Cc1ccc(Br)cc1,nt,1.0%,nt,nt,1.6%,
O=C(COc1ccc(S(=O)(=O)N2CCCC2)cc1[N+](=O)[O-])N1CCCC1,-11.7%,-5.6%,nt,-1.6%,3.9%,
Nc1ccccc1SCc1cn2cccnc2n1,-4.2%,-3.8%,-13.9%,-7.6%,0.8%,
O=C(NCCc1ccccc1)c1cc(-c2ccncc2)nc2ccc(S(=O)(=O)N3CCOCC3)cc12,-2.2%,0.3%,-1.9%,-7.3%,2.1%,
COc1cccc(C2CC(c3ccccc3)Nc3nc(N)nn32)c1 (centres undefined),-1.1%,4.8%,-11.3%,3.3%,0.4%,
CCCCC(c1nnnn1CCOC)N1CCN(Cc2ccccc2)CC1 (centres undefined),2.6%,3.5%,-2.0%,-4.4%,1.4%,
Cc1[nH]n(-c2ccccc2)c(=O)c1N=Nc1cccc(C(=O)O)c1,55.8%,-0.1%,-0.5%,18.8%,0.2%,
O=C(Nc1ccccc1N1CCCCC1)c1cccs1,?,-0.4%,-5.2%,52.1%,1.9%,
COCc1nnc(NC(=O)CCc2ccccc2)s1,7.4%,-0.5%,-2.9%,-14.3%,1.0%,
CC(NCC(=O)Nc1ccccc1C(=O)NC1CC1)c1ccc(F)cc1F (centres undefined),-14.7%,-2.6%,nt,12.7%,2.8%,
O=C(COc1ccccc1F)N1c2ccccc2CCc2ccccc21,-0.7%,-6.3%,2.0%,27.1%,i,inhibitors of VEEV 10K pilot screen=2.9
O=C(O)c1ccc(Cl)c(S(=O)(=O)Nc2ccccc2N2CCOCC2)c1,5.7%,-5.3%,3.0%,-3.1%,2.5%,
CC(C)C(=O)N(Cc1ccccc1)S(=O)(=O)c1ccc2c(c1)oc(=O)n2C,-3.8%,3.8%,3.9%,1.3%,0.5%,
CCOC(=O)CSc1nc(-c2ccc(OC)cc2)ns1,?,6.1%,12.7%,?,0.9%,
CC(C)(C)n1nnnc1C(c1ccc(Cl)cc1)N1CCSCC1 (centres undefined),3.8%,3.2%,-9.4%,6.3%,3.3%,
COc1cccc(OCCCCSc2ncccn2)c1,-2.7%,-1.5%,-23.2%,71.8%,2.6%,
Cc1ccc(Nc2ccc(C(F)(F)F)cc2[N+](=O)[O-])cc1,3.3%,17.3%,-2.8%,-3.9%,0.6%,
Cn1c(=O)n(C)c2cc(CN3C(=O)OC(C)(C)C3(C)O)ccc21 (centres undefined),-6.0%,-1.7%,-9.1%,nt,0.5%,
Cc1onc(-c2ccc3c(c2)OCO3)c1-c1ccc2[nH]ccc2c1,2.1%,13.5%,5.0%,25.9%,2.1%,
CCc1cc2c(N3CCN(C)CC3)ncnc2s1,3.1%,11.8%,-3.0%,2.4%,2.0%,
COc1cc(/C=N/NC(=O)c2nc3ccccn3c2C)cc(OC)c1O,3.4%,7.0%,5.2%,-15.8%,0.5%,
COCCCN1C(=O)C2C(C(=O)Nc3cc(C)cc(C)c3)C3C=CC2(O3)C1C(=O)NC1CCCCC1 (centres undefined),-5.3%,-20.7%,-6.9%,-9.6%,2.3%,
Oc1ccc(Nc2nc(NCC3CCCO3)c3ccccc3n2)cc1 (centres undefined),nt,6.9%,nt,nt,12.2%,
CCCNC(=O)N(CCOC)CC1CCCN(C2Cc3ccccc3C2)C1 (centres undefined),1.4%,-1.3%,0.7%,2.6%,0.8%,
O=C(CCSc1nnc2ccccn12)Nc1ccc(F)cc1,-3.9%,-2.5%,0.4%,-10.0%,2.2%,
CC(C)(C)OC(=O)N1CCC[C@H]1c1nnc(SCC(=O)Nc2ccc(Br)cc2)o1,1.4%,9.2%,9.1%,12.7%,3.0%,
COc1ccc([N+](=O)[O-])cc1NCC(=O)c1ccc(C)cc1,5.2%,23.9%,-5.7%,21.4%,2.1%,
COc1ccc(N(C(=O)c2ccccc2OC)C2C=CS(=O)(=O)C2)c(OC)c1 (centres undefined),-2.8%,-3.9%,-6.9%,1.1%,1.0%,
Cc1cc(C(=O)N2CCc3ccccc32)c2ccccc2n1,-9.3%,-0.2%,-7.2%,12.8%,3.7%,
CCn1nnnc1SCC(=O)c1cccc(OC)c1,-6.2%,-1.1%,-15.7%,28.3%,0.7%,
CCCn1c(=O)[nH]c(=O)c2c1nc(-c1ccc3c(c1)OCCO3)n2CCN1CCOCC1,-3.1%,-10.1%,-0.2%,-1.3%,6.2%,
O=C1c2ccccc2C(=O)C1c1ccncc1,-2.3%,-4.8%,20.5%,13.6%,1.0%,
O=C(Nc1ccccc1)c1cccc(-c2nnc(-c3ccccc3)o2)c1,-1.0%,12.8%,-1.0%,-1.4%,3.2%,
Cc1ccc(C(=O)NC(O)C(Cl)Cl)cc1 (centres undefined),-2.8%,4.1%,-2.6%,-5.9%,i,
OCC[C@@H]1C[C@@H](O)[C@H](O)[C@@]2(CCCc3ccccc3O2)O1,5.1%,-8.9%,3.3%,4.6%,0.7%,
CCc1ccc(-n2c(C)n[nH]c2=S)cc1,0.6%,-4.0%,-18.9%,1.2%,0.8%,
CCc1nnc(NC(=O)CSCc2cc(=O)n3nc(C(C)C)sc3n2)s1,9.2%,0.6%,9.9%,-9.6%,0.6%,

# Overlap with the part before: four entries, then new ones.
SMILES,H37Rv inhibition,H1N1 NS1A inhibition,PhoP GFP inhibition,M. tuberculosis,inhibitors of VEEV,others
Cc1ccc(C(=O)NC(O)C(Cl)Cl)cc1 (centres undefined),-2.8%,4.1%,-2.6%,-5.9%,i,
OCC[C@@H]1C[C@@H](O)[C@H](O)[C@@]2(CCCc3ccccc3O2)O1,5.1%,-8.9%,3.3%,4.6%,0.7%,
CCc1ccc(-n2c(C)n[nH]c2=S)cc1,0.6%,-4.0%,-18.9%,1.2%,0.8%,
CCc1nnc(NC(=O)CSCc2cc(=O)n3nc(C(C)C)sc3n2)s1,9.2%,0.6%,9.9%,-9.6%,0.6%,
CCc1ccc(C(=O)COC(=O)c2ccccc2OC)cc1,?,-10.1%,-6.7%,?,4.8%,
O=C(NCc1ccco1)C1CCCN(S(=O)(=O)c2cnc[nH]2)C1 (centres undefined),-10.1%,0.6%,-10.5%,7.0%,i,
N#CNC(=Nc1cccc(F)c1)SCc1ccccc1F,9.5%,-4.4%,-7.9%,54.2%,0.6%,
Cc1ccccc1Nc1nc(N)nc(COC(=O)CCS(=O)(=O)c2ccccc2)n1,-4.2%,5.7%,-3.0%,39.2%,4.7%,inhibitors of VEEV 10K pilot screen=2.2
CC12CN3CCN(CC(C3)/C1=N\N=C1/C3CN4CCN(C3)CC1(C)C4)C2,5.3%,-1.9%,-8.9%,-3.3%,1.0%,
Cc1ccc(/C=N/NC(=O)c2ccc3c(c2)OCCO3)s1,0.2%,-17.0%,9.9%,1.6%,3.9%,
CC1(C)Cc2c(cnn2-c2cccc(F)c2)C(NC(=O)CSc2ccncc2)C1 (centres undefined),-11.2%,-3.8%,-1.6%,1.7%,6.9%,
CCC(C)(C)n1nnnc1C(c1ccc(F)cc1)N1CCC(C(N)=O)CC1 (centres undefined),9.9%,-50.6%,-18.4%,13.7%,i,
CSc1ccccc1NC(=O)CN(C)Cc1c(O)ccc2ccccc12,7.1%,13.1%,-0.8%,?,i,
Cn1c(NC(=O)c2ccccc2)c(-c2cccs2)c(=O)c2ccccc21,-2.3%,3.6%,2.3%,6.6%,3.0%,
CN(C(=O)c1ccccc1Cl)C1CCCCC1,2.7%,1.9%,-9.3%,8.1%,i,
CCn1cc([N+](=O)[O-])c(C(=O)N2N=C3/C(=C/c4cccs4)CCCC3C2c2cccs2)n1 (centres undefined),-3.4%,0.9%,6.0%,53.8%,i,
COc1ccc2[nH]c3c(c2c1)CCN1C(=O)C(CC(=O)NCCN2CCOCC2)C[C@H](C(=O)N2CCCCC2)[C@@]31C (some centres undefined),nt,-11.7%,nt,nt,i,
Cc1ccc2c(c1)N(C(=O)CCC(=O)NCc1ccccn1)CC(C)O2 (centres undefined),-12.0%,2.3%,0.9%,-28.3%,0.7%,
O=C(O)c1cccc(N2C(=O)/C(=C/c3ccc([N+](=O)[O-])cc3)C=C2c2ccccc2)c1,7.6%,15.9%,-2.9%,76.9%,2.9%,
Fc1ccccc1N1CCN(C(c2ccccn2)c2nnnn2C2CCCCC2)CC1 (centres undefined),2.8%,-8.6%,-3.1%,37.4%,i,
COC(=O)C(C)N(C(=O)c1cccc(Cl)c1)c1c(C)cccc1C (centres undefined),-0.2%,-1.7%,8.9%,17.1%,i,
CCc1cc2c(CN3CCN(Cc4ccccc4)CC3)cc(=O)oc2cc1O,?,-14.1%,-4.2%,14.2%,7.7%,
CCCc1ccc(S(=O)(=O)Nc2ccc(C)c(NS(C)(=O)=O)c2)cc1,-12.6%,nt,2.4%,20.9%,1.4%,
Cc1onc(-c2ccccc2)c1C(=O)N1CCN(c2ccccn2)CC1,-1.9%,5.5%,-9.2%,-10.1%,5.6%,
O=C(CCNS(=O)(=O)c1cccc2nsnc12)N1CCN(c2ccccn2)CC1,-8.3%,-2.5%,1.5%,-11.6%,2.8%,
COc1ccc(C2C(C(C)=O)=C(C)N=c3s/c(=C\c4ccco4)c(=O)n32)c(OC)c1 (centres undefined),6.4%,11.2%,16.8%,31.6%,0.9%,
CC1(C)Cc2c(c(-c3ccco3)nc3sc4c(NCCO)ncnc4c23)CO1,3.2%,5.3%,-6.6%,-13.2%,1.9%,
CC(C)(O)C#Cc1ccc(C(=O)N2CCC(C(N)=O)(N3CCCCC3)CC2)cc1,-2.2%,-7.5%,-3.0%,-10.9%,2.2%,

# Looked up by compound from the entries so far:
SMILES,H37Rv inhibition,H1N1 NS1A inhibition,PhoP GFP inhibition,M. tuberculosis,inhibitors of VEEV,others
COc1ccc2[nH]c3c(c2c1)CCN1C(=O)C(CC(=O)NCCN2CCOCC2)C[C@H](C(=O)N2CCCCC2)[C@@]31C (some centres undefined),nt,-11.7%,nt,nt,i,
CCCc1ccc(S(=O)(=O)Nc2ccc(C)c(NS(C)(=O)=O)c2)cc1,-12.6%,nt,2.4%,20.9%,1.4%,
CC1(C)Cc2c(c(-c3ccco3)nc3sc4c(NCCO)ncnc4c23)CO1,3.2%,5.3%,-6.6%,-13.2%,1.9%,

# (list continues)
SMILES,H37Rv inhibition,H1N1 NS1A inhibition,PhoP GFP inhibition,M. tuberculosis,inhibitors of VEEV,others
N#Cc1c(C(F)(F)F)cc(-c2ccc(F)cc2)nc1SCC(=O)O,-5.2%,-5.4%,2.3%,4.6%,0.6%,
CCOC(=O)c1cnc(-c2ccccc2)nc1N1CCOCC1,1.6%,6.1%,4.5%,23.6%,i,
O=C(O)c1ccc(/C=N/Nc2ccc(S(=O)(=O)N3CCCC3)cc2[N+](=O)[O-])cc1,-1.1%,-3.9%,-2.3%,17.7%,2.7%,
O=C(CC1SC(=NCc2ccccc2)NC1=O)Nc1ccccc1 (centres undefined),7.8%,7.5%,-6.1%,-6.3%,0.1%,

# Hits appear at their usual frequency. Share with any hit: about 1.5%.
